# N370S GC: inhibits or activates N370S mutant glucocerebrosidase; P04062; N370S GC spleen homogenate, 4MU-glucoside fluorescence; Potency, µM (titrated, usually from 59.4 µM), without a hit: at the highest dose activity change, negative = inhibition, usual class: inhibitors; actives 0.092% (n = 330,000); AID 2101;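 also: 0% = full enzyme activity and -100% = no enzyme basal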
# TDP1 cell CPT: DT40-hTDP1 cell growth loss with CPT; chicken DT40 Tdp1-/-;hTDP1 cells + 20 nM CPT, ATP luminescence, 48 h; Potency, µM (series often up to 46.2 µM), for the others: at the highest dose activity change, negative = growth inhibition, usual class: inhibitors; actives 12% (n = 420,000); also: nearly all actives have a fitted effect of over 55% in size
#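 Chicken DT40 Tdp1-/- cells complemented with human TDP1, 400 cells/well, exposed to compounds plus 20 nM camptothecin for at least 48 h at 37 C; viability read as ATP content by CellTiter-Glo luminescence.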
# FEN1 inh: blocks human flap endonuclease 1; P39748; Recombinant FEN1 flap cleavage, fluorescence, 15 min; Potency, µM (top dose mostly 114 µM), inactives show at the top dose activity change, negative = inhibition, usual class: inhibitors; actives 0.35% (n = 390,000); also: nearly all actives have a fitted effect of over 65% in size
# Target sequence (P39748 whole entry, looked up): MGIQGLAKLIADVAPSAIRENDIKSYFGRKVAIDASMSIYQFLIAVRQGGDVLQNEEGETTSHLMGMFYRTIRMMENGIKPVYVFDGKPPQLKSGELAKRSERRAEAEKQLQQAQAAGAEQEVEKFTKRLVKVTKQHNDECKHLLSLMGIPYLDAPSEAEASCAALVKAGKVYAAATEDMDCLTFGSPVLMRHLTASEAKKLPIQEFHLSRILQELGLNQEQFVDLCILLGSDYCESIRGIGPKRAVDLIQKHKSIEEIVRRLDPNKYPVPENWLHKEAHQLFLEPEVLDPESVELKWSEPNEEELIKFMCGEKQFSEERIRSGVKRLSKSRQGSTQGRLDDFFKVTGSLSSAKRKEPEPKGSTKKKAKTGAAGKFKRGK
#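 In this screen, 50 nM flap DNA substrate was added to 10 nM FEN1 pretreated with compound for 15 min at room temperature; cleavage was followed with reads at 0 and 15 min, and Hill fitting gave concentration–response parameters.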
# Numbers without * were called inactive; u = inconclusive; x = not tested or not shown; & = joins results of further samples; ! = not confirmed by another sample; [ ] = remark or other dose. Calls follow the shape of the dose curve; as a rule, active = well fitted curve in the direction sought with a large enough effect; inconclusive = small, poorly fitted or top-dose-only effect, or another doubt; inactive = no such curve, though single readings can be large; an effect the other way counts as inactive or inconclusive. Unless noted, % is scaled to controls: 0 for no effect and ±100 for the full control effect; potency is read from the fitted curve at half-maximal effect. Not all compounds are listed; rates above refer to the full screens.
SMILES,N370S GC,TDP1 cell CPT,FEN1 inh
O=C(COC(=O)C1CC2CCCC(C1)C2=O)NNC(=O)c1ccccc1F (stereo unspecified),-3%,-1%,3%
CC(=O)NCCC(=O)Nc1nc(-c2cccs2)c(-c2cccs2)s1,2%,7%,-2%
Cc1ccc2c(c1)C(c1ccccc1)N(C(=O)c1ccccc1F)CC(=O)N2 (stereo unspecified),x,18µM*,15%
CCOC(=O)c1c(C)[nH]c(C(=O)N2CCCC(C(=O)c3cccc(OC)c3)C2)c1C (stereo unspecified),-1%,u,-6%
c1ccc(Cn2c[n+](Cc3ccccc3)cn2)cc1,-9%,0%,-2%
CCOc1nc(OCC)c2[nH]c(C(=O)O)c(Br)c2n1,x,-4%,6%
COc1ccccc1-c1cc(C(=O)Nc2c(F)cc(F)cc2Br)no1,-7%,-29%,-9%
COc1ccc(OCCCC(=O)Nc2nccs2)cc1,-1%,13%,0%
O=C(COc1ccc2c(-c3ccccc3)cc(=O)oc2c1)NCCCn1ccnc1,-7%,18µM*,-3%
O=S(=O)(c1ccc2ccccc2c1)N1CCN(CCO)CC1,-13%,5%,-8%
Cc1ccccc1Cn1c(CN2CCC(C(=O)NCCN(C)C)CC2)cc2ccccc21,x,3.3µM*,14%
COP(=O)(OC)C(Nc1ccc(C)cc1)c1ccc(Br)cc1 (stereo unspecified),x,-6%,-15%
O=C1c2ccc([N+](=O)[O-])cc2C(=O)N1Cc1cccnc1,-20%,6%,2%
CC(=O)Nc1ccc(NC(=O)C(C)OC(=O)C2(c3ccc(F)cc3)CCCC2)cc1 (stereo unspecified),-15%,u,0%
CCCn1c(SCC(=O)N2c3ccccc3CCc3ccccc32)nc2c1c(=O)n(C)c(=O)n2C,6%,-26%,4%
O=C(/C=C/Nc1ccc(F)c(Cl)c1)c1ccco1,8%,-8%,-10%
C=CCOc1ccc(Br)cc1CNCCCN1CCOCC1,-6%,5%,-1%
COc1ccccc1OCc1nnc(SCC(=O)c2cc(Cl)ccc2OC)o1,27%,u,-2%
Nc1ccc(-c2nc3ccc(-c4nc5ccccc5o4)cc3[nH]2)cc1,u,15µM*,-8%
Cn1c(=O)c2[nH]c(N3CCOCC3)nc2n(-c2ccccc2)c1=O,-3%,-2%,-4%
CC1(CCl)N([O-])C2=C(CCCC2)[N+]1=O (stereo unspecified),-4%,16%,-17%
CCCCCC1CC(CC(=O)NC(=S)Nc2ccccc2Cl)C(=O)O1 (stereo unspecified),-2%,18%,-12%
Cc1cc(C(C2C(=O)CC(C)(C)CC2=O)C2C(=O)CC(C)(C)CC2=O)cc(C)c1OC(F)F,-13%,-22%,-4%
Cc1cc(=O)n(Cc2c(F)cccc2Cl)c2c1c(C)nn2C,x,u,-10%
CCCCc1ccc(CC2S/C(=C(\C#N)C(=O)N3CCOCC3)N(c3ccccc3)C2=O)cc1 (stereo unspecified),3%,u,-10%
CCOc1ccccc1CNC(=O)c1ccc(-n2c(C)cc3c2CCC(C)C3)cc1 (stereo unspecified),x,u,14%
O=C(CCNC(=O)c1ccc(Cl)cc1)Nc1ccccc1N1CCCCC1,0%,u,1%
Cc1ccccc1-c1nn(-c2ccc(F)cc2F)cc1CNC1CC1,12%,2%,-4%
O=C(NCCc1c[nH]c2ccc(Cl)cc12)c1cccnc1,-7%,u,27%
COc1ccc(C(=O)CC2(O)C(=O)N(Cc3ccccc3)c3ccc(Br)cc32)cc1 (stereo unspecified),x,u,-22%
Cc1cccc(Sc2ccc([N+](=O)[O-])cc2[N+](=O)[O-])n1,-2%,3.3µM*,-1%
COc1ccc(NC(=O)N2CCC(c3nc4ccccc4[nH]3)CC2)cc1,2%,2%,10%
CCOc1ccc(C(=O)NCCO)cc1,-2%,2%,-9%
COc1ccc2nc(N(Cc3cccnc3)C(=O)c3ccc(Cl)cc3)sc2c1,x,-1%,-1%
Cc1cccc(Nc2nc(NCc3ccco3)nc(N)c2[N+](=O)[O-])c1,-15%,-22%,17%
Cc1cccc(CCNC(=O)Cn2ncc3c([nH]c4ccc(C)cc43)c2=O)c1,-10%,5%,17%
COc1cc(/C=N/NS(=O)(=O)c2ccc(C)c([N+](=O)[O-])c2)cc([N+](=O)[O-])c1O,1%,-27%,-21%
COCCN(C(=O)CCc1nnc(CCc2c[nH]c3ccccc23)o1)C(C)C,-4%,-12%,1%
CC(C)Oc1ccc(C(=O)Nc2nonc2-c2ccc(OC(C)C)cc2)cc1,x,-6%,6%
Cc1nccn1CCc1nc(N)nc(N)n1,6%,-2%,-8%
CCOC(=O)c1c(NC(=O)CN2CCN(S(=O)(=O)c3cc(Cl)ccc3Cl)CC2)sc(C(=O)N(C)C)c1C,x,16µM*,-15%
C#Cc1ccc([C@@H]2C=C(C(=O)Nc3ccccc3)O[C@H](OCC)[C@H]2CCCO)cc1,u,16µM*,-21%
CCOC(=O)C1CCCN(CC(O)COc2cccc(C)c2)C1 (stereo unspecified),6%,11%,-5%
CN(C(=O)COC(=O)CSc1ccc([N+](=O)[O-])cc1)C1CCS(=O)(=O)C1 (stereo unspecified),-3%,3%,-6%
Cc1cccc(Nc2nn3c(=O)c4cc5c(cc4nc3s2)OCO5)c1,x,0%,4%
COc1ccc(C(CCN2CCCC(C)C2)c2c(OC)cc(OC)c3c(C)cc(=O)oc23)cc1 (stereo unspecified),-12%&1%,13µM*,-3%&9%
O=C(NCc1cccnc1)Nc1ccc2c(c1)OCO2,0%,-6%,5%
N#Cc1ccc(Oc2ccc(C(F)(F)F)cc2NC(=O)c2ccc(F)cc2)cc1,-13%,-19%,-13%
CCN(CC)S(=O)(=O)c1ccc2c(c1)nc(CCC(=O)OCC(=O)Nc1cc(Cl)cc(Cl)c1)n2C,6%,0%,18%
O=C(Nc1ccc(F)cc1)c1ccc(-n2cnnc2)cc1,x,-6%,-6%
COc1cccc(C(C)N(C)Cc2nc(-c3ccoc3)oc2C)c1 (stereo unspecified),-3%,5%,-3%
CCOc1ccc(-c2cc(C)n3nc(C(N)=O)cc3n2)cc1,1%,-37%,0%
Cc1nn(Cc2cccc(C(N)=O)c2)c(C)c1Br,-2%,7%,-1%
O=C(CNS(=O)(=O)c1ccc(F)c(Cl)c1)N1CCCC1,6%,3%,2%
Cc1ccc2c(c1)c1c(n2CC(O)CNC(CO)(CO)CO)CCCC1 (stereo unspecified),11µM*,u,-6%
COC(=O)c1ccc(NC(=O)Cn2cnc3c2c(=O)n(C)c(=O)n3C)cc1,x,-1%,5%
COc1ccc(CN(C)S(=O)(=O)c2nnc(NC(=O)C(C)C)s2)cc1OC,x,12µM*,-7%
CN1CCCN(C(=O)CC2(CC(=O)O)CCCCC2)CC1,-9%,1%,-1%
CC(=O)NC12CC3CC(C)(C1)CC(NC(C)=O)(C3)C2,7%,-3%,-1%
COc1ccc(NCc2cc3cc(OC)ccc3[nH]c2=O)cc1,-5%,8.2µM*,8%

# Part of the list above, reduced to FEN1 inh and TDP1 cell CPT.
structure | FEN1 inh | TDP1 cell CPT
CCCCc1ccc(CC2S/C(=C(\C#N)C(=O)N3CCOCC3)N(c3ccccc3)C2=O)cc1 (stereo unspecified) | -10% | u
CCOc1ccccc1CNC(=O)c1ccc(-n2c(C)cc3c2CCC(C)C3)cc1 (stereo unspecified) | 14% | u
O=C(CCNC(=O)c1ccc(Cl)cc1)Nc1ccccc1N1CCCCC1 | 1% | u
Cc1ccccc1-c1nn(-c2ccc(F)cc2F)cc1CNC1CC1 | -4% | 2%
O=C(NCCc1c[nH]c2ccc(Cl)cc12)c1cccnc1 | 27% | u
COc1ccc(C(=O)CC2(O)C(=O)N(Cc3ccccc3)c3ccc(Br)cc32)cc1 (stereo unspecified) | -22% | u
Cc1cccc(Sc2ccc([N+](=O)[O-])cc2[N+](=O)[O-])n1 | -1% | 3.3µM*

# Going on with the list:
SMILES,N370S GC,TDP1 cell CPT,FEN1 inh
Cc1cccn2c(=O)c3cc(C(=O)NCc4ccccc4)c(=N)n(CCCN4CCOCC4)c3nc12,x,u,u
CCOCCCNCc1cc(Cl)ccc1OCC,9%,u,24%
O=[N+]([O-])c1cccc(-c2cc3ccccc3[nH]2)c1,1%,-19%,7%
Clc1ccccc1CN1CCN(/N=C/c2ccncc2)CC1,10%,13µM*,-3%
Cc1ccn2cc(CSc3ccccc3N)nc2c1,-2%,-12%,-4%
CC(C)(C)OC(=O)N1CCC(c2c(C(=O)N3CCN(c4ncccn4)CC3)cnn2-c2ccc(F)cc2)CC1,x,-4%,18%
CC(=O)c1cc(C#N)c(SCc2ccncc2)nc1C,-6%,u,-2%
Cc1ccc(S(=O)(=O)Nc2ccc(C(=O)Nc3ccncc3)cc2)cc1,-33%,15µM*,-9%
O=C(CNS(=O)(=O)c1cccc(C(F)(F)F)c1)NC1CCCCCC1,x,8%,-15%
COc1ccc(C(=O)N2CCN(c3ccc([N+](=O)[O-])c(-n4nc(C)cc4C)c3)CC2)cc1,-13%,-17%,1%
Cc1nc(S(=O)(=O)N2CCN(c3cccc(Cl)c3)CC2)cn1C,x,-6%,4%
CCOC(=O)c1c(C)n(-c2ccc(OC)cc2)c2ccc(OC(=O)COc3ccccc3)cc12,x,u,7%
CC(=O)c1cc(-c2ccc(F)cc2)n(CC(=O)NC(C)c2ccccc2)c1C (stereo unspecified),x,u,18%
C/C(=C(/CCO)SSCC1CCCO1)N(C=O)Cc1cnc(C)nc1N (stereo unspecified),-5%,21µM*!,-12%
COc1ccccc1OCC(=O)Nc1ccc(S(=O)(=O)N2CCN(C)CC2)cc1,-17%,-2%,17%
O=C(CN1CCOCC1)Nc1ccc(Oc2ccc(NC(=O)CN3CCOCC3)cc2)cc1,1%,4%,-2%
CC(=O)N1CCC2(CCCN(C(=O)Nc3cccc(C#N)c3)C2)CC1,4%,-1%,x
Cc1cc(CNC(=O)[C@H](C)[C@@H]2C[C@@]2(C)[C@@H](NC(=O)OCc2ccccc2)c2ccccc2)nn1C,10%&19%,23µM*,-12%
Cc1ccc2nc(C)c(C(=O)N/N=C/c3cccs3)n2c1,-13%,u,-6%
Cc1ccc(S(=O)(=O)c2cn(Cc3cccc(C)c3)c3cc4c(cc3c2=O)OCO4)cc1,x,u,11%

# At a glance, 3 of the compounds above:
SMILES,N370S GC,TDP1 cell CPT,FEN1 inh
O=C(CNS(=O)(=O)c1cccc(C(F)(F)F)c1)NC1CCCCCC1,x,8%,-15%
COc1ccc(C(=O)N2CCN(c3ccc([N+](=O)[O-])c(-n4nc(C)cc4C)c3)CC2)cc1,-13%,-17%,1%
Cc1nc(S(=O)(=O)N2CCN(c3cccc(Cl)c3)CC2)cn1C,x,-6%,4%

# (next part)
SMILES,N370S GC,TDP1 cell CPT,FEN1 inh
COc1ccc(NS(=O)(=O)c2ccc(NC(=O)c3ccccc3)cc2)nn1,10%,u,-2%
N=C(N)SCc1ncccc1O,1%,-7%,-12%
N[C@](CC1c2ccccc2Oc2ccccc21)(C(=O)O)[C@@H]1C[C@@H]1C(=O)O,-9%,-5%,x
CCN(C(=O)COC(=O)c1oc2ccccc2c1C)c1c(N)n(Cc2ccccc2)c(=O)[nH]c1=O,x,u,0%
Nc1nnc(SC2CCCC2)s1,-8%,u,11%
Cc1ccc(-c2nc3ccccn3c2Nc2ccc3c(c2)OCO3)o1,x,u,-26%
COc1cc(C(=S)N2CCCC2)cc(OC)c1OC,10%,0%,2%
COc1ccc(C(=O)OCc2cc(C)ccc2C)cc1S(=O)(=O)N1CCCC1,x,u,-19%
FC(F)(F)C1=CC(c2ccc(Br)cc2)=NCCN1,-17%,-27%,-13%
COc1ccc(NC(=O)C2CC(=O)NC(Nc3cccc(C)c3)=N2)cc1 (stereo unspecified),-4%,1%,11%
CN(C)c1ccc(C2(O)C(=O)c3ccccc3C2=O)cc1,u,25%,17%
COc1ccc(S(=O)(=O)N(C)CC(=O)N2CCOCC2)cc1,-5%,-10%,2%
COc1cc(Cl)c(NS(=O)(=O)c2ccc3[nH]c(=O)ccc3c2)c(OC)c1,x,6%,1%
CCOc1cc(C)c(Cl)cc1S(=O)(=O)n1cnc2ccccc21,u,-28%,-14%
O=C(/C=C/c1ccc(Cl)cc1Cl)c1ccc[nH]1,7%,u,8%
COc1ccc(CCC(=O)OCC(=O)Nc2ccc3[nH]c(=O)[nH]c3c2)cc1,1%,-7%,2%
COc1ccc(CCNC(=O)c2ccc3c(c2)N(Cc2cc(C)ccc2C)C(=O)c2ccccc2S3=O)cc1OC (stereo unspecified),x,9.2µM*,-20%
CS(=O)(=O)N1CCc2cc(-c3csc(NC(=O)C(c4ccccc4)c4ccccc4)n3)ccc21,14%,12µM*,-12%
Cc1ccc(S(=O)(=O)Nc2cccc(C(=O)N3CCCC3)c2)cc1F,-1%,u,51%[activator]
CNC(=O)c1c(Cl)cnn1-c1ccccc1,2%,-5%,12%
O=C(O)CCCCCNC(=O)CSc1nnc(-c2ccco2)n1-c1ccccc1,-17%,-3%,10%
CCOCCCNC(=O)C(NC(=O)CNC(C)=O)c1ccc(Cl)cc1 (stereo unspecified),-22%,0%,-10%
Cc1ccsc1CN1CCC(C(=O)NCc2ccccc2Cl)CC1,5%,u,5%
Cc1ccc(NC(=O)CN2C(=O)c3ccccc3Sc3ccc(C(=O)N4CCCC4)cc32)cc1,x,1%,-21%
